# Y pestis TopoI: Yersinia pestis topoisomerase I inhibitors, primary screen, biochemical, cleavage product accumulation, plate reader, single point. activity, % at 10 µM. AID 504884, 2011. 360,000 tested, 0.064% active. Y. pestis Topo-I cleavage product accumulation; in the data active = activity above about 50%, passing the limit was not always enough; also: inactives centre near 2
# CCHFV vOTU inh: CCHFV vOTU protease inhibitors, primary screen, biochemical, Pep-AMC substrate, fluorescence. 370,000 tested, 0.55% active. AID 651958, 2012. inhibition, % at 11.5 µM; in the data active = inhibition above about 30%; also: 0% = vehicle wells with enzyme and 100% = no enzyme wells
# DUSP3 inh: VHR1 phosphatase inhibitors, primary screen, biochemical, absorbance, uHTS | inhibition, % at 13.3 µM | recombinant VHR phosphatase, pNPP absorbance | 290,000 tested, 0.52% active | Dual specificity protein phosphatase 3 (Homo sapiens), P51452; in the data active = inhibition above about 50%; also: some compounds called inactive have numbers as strong as hits
# Target sequence (P51452 whole entry, looked up): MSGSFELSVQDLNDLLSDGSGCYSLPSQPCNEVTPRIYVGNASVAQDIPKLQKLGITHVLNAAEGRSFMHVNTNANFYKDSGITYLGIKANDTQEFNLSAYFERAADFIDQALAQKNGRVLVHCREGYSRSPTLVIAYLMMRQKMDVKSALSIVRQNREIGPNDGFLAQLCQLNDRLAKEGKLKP
# BH1578 lux ind: inducers of Vibrio cholerae quorum light production without autoinducers, primary screen, BH1578 luxS cqsA deficient, single point; V. cholerae BH1578 lux reporter, luminescence, 6 h; activation, % at 18.7 µM; 350,000 tested, 0.16% active; AID 588436, 2011; in the data active = activation mostly above about 9.7%, no sharp cut-off; also: not every result past the cut was called active; inactives centre near 0; reference of the scale not given here
# MazEF act: activators of E. coli MazEF toxin-antitoxin RNase, primary screen, biochemical, fluorescence, uHTS; FAM/BHQ RNA-DNA oligo cleavage fluorescence, 5 h; activation, % at 20 µM; 350,000 tested, 0.32% active; in the data active = activation above about 50%
# Target sequence (P0AE70 whole entry, looked up): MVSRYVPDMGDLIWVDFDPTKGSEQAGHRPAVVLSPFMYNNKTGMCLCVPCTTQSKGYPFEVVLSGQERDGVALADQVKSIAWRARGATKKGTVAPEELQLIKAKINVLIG
# SSB-PriA inh: inhibitors of Klebsiella pneumoniae PriA binding to SSB C-terminal tail, primary screen, biochemical, AlphaScreen; PriA–SSB C-terminal tail interaction (Klebsiella pneumoniae); AlphaScreen SSBct-PriA binding, biotinylated peptide; inhibition, % at 33 µM; 430,000 tested, 0.6% active; AID 1272365, 2023; in the data active = inhibition mostly above about 37%, no sharp cut-off; inactive = mostly below about 20%;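 also: plate controls were negative control peptide for no effect and reference peptide for full effect; strong numbers were not always called active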
# 3CLpro inhibitor: SARS-CoV 3CLpro protease inhibitors, primary screen, biochemical, quenched FRET; recombinant SARS-CoV 3CLpro, quenched FRET peptide cleavage; AID 1706, 2009; 290,000 tested, 0.14% active; inhibition, % at 6 µM; Replicase polyprotein 1ab (Severe acute respiratory syndrome coronavirus), P0C6X7; in the data active = inhibition above about 12%
# PrPC TRFRET: inhibitors of human cell surface prion protein PrPC, primary screen, cell-based, TR-FRET. 370,000 tested, 0.43% active. inhibition, % at 13.8 µM. AID 720596, 2013. Major prion protein (Homo sapiens), P04156. TR-FRET read-out; in the data active = inhibition above about 24%; also: 0% = median of the test wells and 100% = reference compound wells
# Rv3671c inh: Rv3671c serine protease inhibitors, primary screen, biochemical, fluorescence polarization, M. tuberculosis H37Rv | P9WHR9 | inhibition, % at 5.96 µM | 320,000 tested, 0.048% active | AID 2606, 2010; in the data active = inhibition above about 38%;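 also: extracellular domain of Rv3671c used as enzyme; 0% = enzyme with DMSO and 100% = no enzyme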
# Target sequence (P9WHR9 whole entry, looked up, the tested form may be a part): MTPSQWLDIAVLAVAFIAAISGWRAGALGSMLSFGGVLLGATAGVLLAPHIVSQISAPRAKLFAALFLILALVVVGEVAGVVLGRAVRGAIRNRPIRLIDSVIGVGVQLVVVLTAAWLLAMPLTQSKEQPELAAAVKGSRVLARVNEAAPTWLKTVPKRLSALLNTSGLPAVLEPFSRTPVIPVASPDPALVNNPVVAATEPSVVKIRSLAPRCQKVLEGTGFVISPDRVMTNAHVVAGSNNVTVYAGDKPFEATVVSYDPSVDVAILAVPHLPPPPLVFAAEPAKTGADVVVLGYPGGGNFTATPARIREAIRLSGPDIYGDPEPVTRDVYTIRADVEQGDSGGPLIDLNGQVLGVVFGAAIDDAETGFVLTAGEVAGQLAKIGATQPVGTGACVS
# TcdB GH inh: TcdB glycohydrolase inhibitors, primary screen, biochemical, single point, plate reader. Toxin B (Clostridioides difficile), P18177. TcdB glycohydrolase enzymatic assay. inhibition, % at 9.99 µM. 350,000 tested, 0.24% active; in the data active = inhibition above about 10%
# * hit, by the source's call; i = inactive; nt = no result given.
SMILES,Y pestis TopoI,CCHFV vOTU inh,DUSP3 inh,BH1578 lux ind,MazEF act,SSB-PriA inh,3CLpro inhibitor,PrPC TRFRET,Rv3671c inh,TcdB GH inh
CNc1c([N+](=O)[O-])cnn1-c1ccccc1F,1,23,22,-0.3,5,-14,3,6,-9,0.8
CC(=O)Nc1cc2c(cc1[N+](=O)[O-])-c1ccc(F)cc1C2,-2,-2,nt,0.9,28,-4,nt,-9,nt,1.1
CCN(CC)S(=O)(=O)c1ccc(C)c(NC(=O)COC(=O)CN2C(=O)NC(C)(C)C2=O)c1,-7,2,nt,i,-7,2,nt,-4,7,-0.4
C=CCN1C(=O)NC(=O)/C(=C/c2ccoc2)C1=O,-10,-7,14,-0.1,-4,-1,4,9,-13,nt
Cc1ccc(CN2CC(C(=O)N(Cc3nnc(-c4ccccc4Cl)o3)C3CC3)CC2=O)cc1 (configuration not stated),30,0,nt,i,-2,-4,nt,0,1,0.2
S=C(NN=C(c1ccccc1)c1ccccn1)N(Cc1ccccn1)Cc1ccccn1,29,22,nt,i,2,74*,nt,13,nt,-2.0
COc1ccc(C2=NOC(c3nnc(-c4ccccc4)o3)C2)cc1 (configuration not stated),0,11,nt,0.8,2,-8,nt,-1,-6,0.9
COc1ccccc1CNS(=O)(=O)c1ccc(-n2cccn2)cc1,-1,9,4,3.1,8,-7,-3,11,1,1.8
COc1cc(/C=C(\C#N)C(=O)NCC2CCCO2)cc(OC)c1OC (configuration not stated),7,-4,8,-0.2,-1,-3,0,10,2,0.8
C=CCn1c(SCC(=O)N2CCCCC2)nnc1-c1ccncc1,7,-16,2,i,12,-1,-11,6,0,1.5
COc1ccc(OC)c(CN2CCN(C(=O)c3ccc(F)cc3)CC2)c1,4,-3,-11,0.3,4,4,-2,-3,-5,0.1
COCCCNC(=O)c1cc(Sc2nnc(C)s2)nc2ccccc12,1,0,17,i,9,1,1,-1,-2,0.8
COc1ccc(OC)c(Cc2nnc(CCC(=O)N3CCCCC3c3nccs3)o2)c1 (configuration not stated),2,nt,12,0.0,4,-7,1,nt,-3,0.8
CCCCC1=CC2=C(c3ccco3)C(=O)C(C)(OC(=O)c3ccc(OC)cc3)C(=O)C2=CN1C1CCCCC1 (configuration not stated),5,nt,-16,i,-33,-3,nt,nt,-9,0.0
CC(=O)NC(Cc1cccc(C)c1)C(=O)NC1CCN(S(=O)(=O)c2ccccc2)CC1 (configuration not stated),0,-3,30,-0.3,12,-9,5,3,11,-0.7
CCN1CCN(c2cc(C)c3cc(NC(=S)N(C)Cc4ccccc4)ccc3n2)CC1,-2,-24,2,i,11,13,-1,-17,-2,-2.2
COC(=O)CNC(=O)C1CCN(S(=O)(=O)c2cnc[nH]2)CC1,4,7,22,-3.8,10,5,2,7,4,0.9
CC(=O)Nc1ccc(S(=O)(=O)NCC(C)NS(=O)(=O)c2ccc(NC(C)=O)cc2)cc1 (configuration not stated),-2,11,10,-0.2,1,24,0,-6,-3,nt
CCOC(=O)N1CCN(C(=O)CSCC(=O)Nc2nc(-c3ccc(C)cc3)cs2)CC1,2,-3,24,i,7,0,-1,-3,-2,1.3
CCOc1ccc(/C=C2\CCC(C3CCCC3)C2=O)cc1OC (configuration not stated),6,-7,-20,1.1,-3,-2,0,4,1,-0.5

# Compound profiles (already shown). Values in the order: Y pestis TopoI	CCHFV vOTU inh	DUSP3 inh	BH1578 lux ind	MazEF act	SSB-PriA inh	3CLpro inhibitor	PrPC TRFRET	Rv3671c inh	TcdB GH inh
# C=CCN1C(=O)NC(=O)/C(=C/c2ccoc2)C1=O is entered as -10	-7	14	-0.1	-4	-1	4	9	-13	nt
# COc1cc(/C=C(\C#N)C(=O)NCC2CCCO2)cc(OC)c1OC (configuration not stated) is entered as 7	-4	8	-0.2	-1	-3	0	10	2	0.8
# CNc1c([N+](=O)[O-])cnn1-c1ccccc1F is entered as 1	23	22	-0.3	5	-14	3	6	-9	0.8
# COCCCNC(=O)c1cc(Sc2nnc(C)s2)nc2ccccc12 is entered as 1	0	17	i	9	1	1	-1	-2	0.8

# (next part)
SMILES,Y pestis TopoI,CCHFV vOTU inh,DUSP3 inh,BH1578 lux ind,MazEF act,SSB-PriA inh,3CLpro inhibitor,PrPC TRFRET,Rv3671c inh,TcdB GH inh
CS(=O)(=O)N1CCc2cc(C(=O)N3CCCCC3)ccc21,-5,11,-14,-0.5,-1,-4,1,1,-4,nt
CCC(=O)N1CCc2cc(Br)cc(S(=O)(=O)N3CCCCC3CC)c21 (configuration not stated),15,0,31,-0.5,-18,-15,1,5,0,-1.6
CCC(=O)Nc1cccc(-c2cn3ccsc3n2)c1,-6,5,-4,7.1,7,-24,3,-1,5,nt
CC(/C=N/NC(=O)NC1CCCCC1)=C\c1ccccc1,-8,1,5,0.0,-9,nt,0,2,-1,1.8
Nc1ccc(S(=O)(=O)c2ccc(N)cc2)cc1,-5,4,1,i,6,5,5,8,-4,-0.8
O=C(N/N=C/c1cn(CC(=O)N2CCOCC2)c2ccccc12)c1cccnc1,0,-3,33,-0.5,-1,i,-4,1,8,-0.8
CC(=O)Nc1ccc(S(=O)(=O)NC2Cc3ccccc3C2)cc1,-4,-18,2,-0.8,0,-4,-3,2,-6,0.9
CN1CCC2(O)OCCCC2C1 (configuration not stated),4,-10,23,-5.6,4,3,-4,1,-1,0.0
CCOc1cc(C(=O)N2CCC3(CC2)OCCO3)cc(OCC)c1OCC,-8,nt,24,i,2,-2,-6,nt,-3,0.6
O=C(c1cc(C2CC2)nn1-c1ccccc1)N1CCN(S(=O)(=O)c2ccc(F)cc2)CC1,15,6,nt,1.3,4,nt,nt,2,nt,0.5
CCN1CCN(C(=O)c2cc(COc3ccc(F)cc3F)on2)[C@@H](C)C1=O,-1,10,-26,-0.6,0,-11,6,7,-9,0.2
CC12C(=O)N(c3ccccn3)C(=O)C1C1C=CC2C1 (configuration not stated),1,-6,21,-0.2,-16,4,-1,-1,-2,0.3
COc1ccc(CCNC(=O)c2cc(S(=O)(=O)N3CCCCC3)c[nH]2)cc1OC,2,-9,21,-0.3,7,8,-2,12,-2,1.2
CCc1c(O)cc2n(c1=O)-c1ccccc1C2(C)C,-1,9,3,5.9,-15,1,-1,2,-6,nt
C#CC[N+]1(CC#Cc2ccc(C)cc2)CCCCC1,1,9,22,0.5,2,8,-3,-5,-5,1.1
Oc1ccc(Cl)cc1CNCc1ccc(Cl)nc1,-1,13,nt,i,5,-2,nt,-2,4,0.7
O[C@@H]1CN(Cc2ccc(-n3cccn3)cc2)CC[C@H]1N1CCN(c2ccccc2F)CC1,12,-12,18,0.5,4,-11,3,6,4,0.2
CC(C)(C)n1nc2c(c1NC(=O)CCCc1ccccc1)CS(=O)C2 (configuration not stated),-2,-2,11,-0.1,8,-21,2,-8,4,-1.4
Cc1ccc(N2C(=O)c3ccc(C(=O)N4CCN(Cc5ccccc5)CC4)cc3C2=O)cc1,25,11,0,-0.5,6,5,0,6,-6,0.4
Cc1ccc2cccc(NC(=S)NC(=O)c3ccnn3C)c2n1,19,-2,-9,-0.2,6,7,-1,3,-10,nt
CCN(CC(=O)NCc1cccs1)C(=O)CN(C)S(=O)(=O)c1ccc(C)cc1,2,-3,nt,i,3,-4,nt,5,1,1.5
COc1ccc(CNC(=O)CCCn2nc(C)n3ccnc3c2=O)cc1,1,11,13,-0.1,12,-1,-1,5,24,0.2
CC1CCN(C2CCN(S(=O)(=O)c3ccc(F)cc3)CC2)CC1,9,-6,17,-0.3,9,-2,-5,2,0,nt
COc1cc(OC)cc(N(C(=O)c2ccco2)C(C(=O)NC2CCCC2)c2ccc(N3CCOCC3)cc2)c1 (configuration not stated),9,-4,-3,-0.3,-5,5,1,-1,6,-0.9
CC(=O)c1cccc(NC(=O)C(C)OC(=O)c2ccc3ncsc3c2)c1 (configuration not stated),2,5,nt,i,1,2,nt,-6,-6,1.3
O=C(O)CC(C(=O)O)N1C(=O)/C(=C/C=C/c2ccco2)SC1=S (configuration not stated),-14,10,54*,-0.1,-25,8,3,4,0,-0.8
Cn1nccc1C(=O)Oc1ccc(/C=N/NC(=O)c2ccccc2O)cc1,-5,-14,-5,-0.3,-3,nt,2,-1,12,3.8
Cn1c(=O)n(C)c2cc(S(=O)(=O)Nc3ccccc3C(=O)O)ccc21,3,3,-46,-0.3,7,1,-6,-6,-5,1.1
CCOC(=O)N1CCN(S(=O)(=O)c2ccc3[nH]c(=O)sc3c2)CC1,-2,9,-1,-0.4,2,-24,-4,0,-4,nt
CCS(=O)(=O)N1CCC(C(=O)NCc2ccco2)CC1,-5,-34,1,-0.6,11,-4,1,-2,7,nt
O=C(CNC(=O)c1cccc(Br)c1)N/N=C/c1cccnc1,2,1,-3,-0.2,-3,nt,3,-10,5,-2.1
CCN(CC)C(=O)C1=C(C)NC(=O)NC1c1c(F)cccc1Cl (configuration not stated),6,-7,-6,-1.7,5,-5,-5,4,3,nt
CC(C(=O)Nc1cc(C(F)(F)F)ccc1N1CCOCC1)N1C(=O)C2CCCCC2C1=O (configuration not stated),3,5,nt,-4.5,2,-7,nt,1,-6,0.9
COC(=O)c1ccc(CSc2nc3c(cnn3-c3ccc(C)cc3)c(=O)[nH]2)o1,5,-5,9,i,24,2,-5,8,-18,nt
COc1ccc(/C=C/C(=O)c2ccoc2)cc1,-2,0,21,nt,-5,-9,-8,-3,-2,-1.9
CCN(Cc1ccc(C#CCCO)cc1)CC1CCCN(CCc2cccc(OC)c2)C1 (configuration not stated),27,8,15,-2.4,1,3,-5,-2,3,1.2
COc1ccc(C(=O)CN2C(=O)NC3(CCCCCC3)C2=O)cc1,14,-5,22,-2.2,8,11,8,6,0,0.7
CCc1ccc(NC(=O)c2cnn3ccccc23)cc1,-2,9,-10,-0.2,1,-13,-2,10,-1,-0.6
CCCNC(=O)c1ccc(N2CCC3(CC2)CC(c2ccccc2)=NO3)c(NC(=O)c2ccc(Br)cc2)c1,7,8,28,i,-10,4,-3,-4,-33,0.6
Cc1ccc(-c2nc(C)sc2CC(=O)OCC(=O)Nc2c(F)cccc2F)cc1,3,0,26,0.0,0,-9,-4,-2,-9,nt
O=C(O)C1=C(C(=O)O)C2CCC1C2,-1,18,nt,i,7,nt,nt,-4,nt,2.4
Cc1ccc(F)c(S(=O)(=O)NC(=O)C2(C)CCN2C(=O)c2ccc(C3CCCCC3)cc2)c1 (configuration not stated),20,6,nt,0.2,nt,nt,nt,-2,nt,-0.8
N#CCCN(C(=O)COC(=O)COc1ccccc1Cc1ccccc1)c1ccccc1,8,13,nt,-4.2,-1,-17,nt,-6,-6,1.6
O=C(CNS(=O)(=O)c1ccc([N+](=O)[O-])cc1)N/N=C/c1ccc(O)cc1O,-4,-1,20,-0.3,7,nt,-1,-23,-1,-33
COc1cc2c(cc1O)CC[n+]1cc3c(OC)c(OC)ccc3cc1-2,-8,17,9,i,8,-3,-4,-48,-1,13*
Cc1ccc(SCCC(=O)Nc2ccccc2C(=O)NC(C)C)cc1,5,3,0,-3.4,-1,-8,1,6,-3,nt
COc1ccc(CNC(=O)/C=C/C(=O)O)cc1OC,-6,16,8,-0.3,2,-12,1,8,-5,nt
O=C(COC(=O)COc1cccc(C(F)(F)F)c1)NC1CCS(=O)(=O)C1 (configuration not stated),-3,-11,nt,i,8,-19,nt,-3,-1,0.7
c1ccc(C(NCCNC(c2ccccc2)c2ccccc2)c2ccccc2)cc1,-4,4,14,i,-4,1,-3,8,-7,1.1

# This is a subset, so the mix of outcomes need not match the whole.
